Compound activity deposited in PubChem BioAssay by The Scripps Research Institute Molecular Screening Center.
FBW7 act: human FBW7 E3 ligase activation, primary screen; Q969H0; AlphaScreen FBW7–phospho-cyclin E peptide binding, activator screen; normalized activity (activation), % at 26.1 µM; 650,000 tested, 0.13% active; AID 1259310; in the data active = normalized activity above about 1.9%;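 also: purified mutant Fbw7 with reduced substrate affinity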
MITF inh: blocks human microphthalmia-associated transcription factor; O75030; AlphaScreen MITF homodimerization, bead proximity signal; inhibition, % at 2.6 µM; 650,000 tested, 0.91% active; AID 1259374; in the data active = inhibition above about 50%;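 also: 0% = vehicle wells with protein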
Target sequence (O75030 whole entry, looked up): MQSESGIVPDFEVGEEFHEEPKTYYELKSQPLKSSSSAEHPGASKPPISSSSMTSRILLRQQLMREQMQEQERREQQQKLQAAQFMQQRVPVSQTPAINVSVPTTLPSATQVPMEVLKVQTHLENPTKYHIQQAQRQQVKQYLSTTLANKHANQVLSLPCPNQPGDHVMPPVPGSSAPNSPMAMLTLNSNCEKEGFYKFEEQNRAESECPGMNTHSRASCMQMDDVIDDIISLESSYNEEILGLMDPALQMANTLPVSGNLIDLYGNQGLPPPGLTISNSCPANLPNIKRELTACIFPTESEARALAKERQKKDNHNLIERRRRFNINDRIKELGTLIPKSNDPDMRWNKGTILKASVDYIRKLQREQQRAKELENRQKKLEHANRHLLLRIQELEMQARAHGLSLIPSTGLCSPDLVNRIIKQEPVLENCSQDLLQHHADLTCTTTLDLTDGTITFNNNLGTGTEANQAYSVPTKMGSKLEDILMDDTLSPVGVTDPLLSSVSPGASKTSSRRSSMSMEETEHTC
TEAD-YAP inh: TEAD-YAP interaction inhibition; HEK-TIYL cells, TEAD-Gal4/YAP UAS-luciferase luminescence; inhibition, % at 9.12 µM; 640,000 tested, 1.4% active; in the data active = inhibition above about 32%;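 also: 0% = median of test compound wells and 100% = reference inhibitor wells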
GPR151 ag: activators of human GPR151 | 650,000 tested, 1% active | PathHunter beta-arrestin GPR151 cells, luminescence | AID 1508602 | Q8TDV0 | activation, % at 11.2 µM; in the data active = activation above about 4.9%;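 also: 0% = median of compound wells and 100% = cells with positive control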
Target sequence (Q8TDV0 whole entry, looked up): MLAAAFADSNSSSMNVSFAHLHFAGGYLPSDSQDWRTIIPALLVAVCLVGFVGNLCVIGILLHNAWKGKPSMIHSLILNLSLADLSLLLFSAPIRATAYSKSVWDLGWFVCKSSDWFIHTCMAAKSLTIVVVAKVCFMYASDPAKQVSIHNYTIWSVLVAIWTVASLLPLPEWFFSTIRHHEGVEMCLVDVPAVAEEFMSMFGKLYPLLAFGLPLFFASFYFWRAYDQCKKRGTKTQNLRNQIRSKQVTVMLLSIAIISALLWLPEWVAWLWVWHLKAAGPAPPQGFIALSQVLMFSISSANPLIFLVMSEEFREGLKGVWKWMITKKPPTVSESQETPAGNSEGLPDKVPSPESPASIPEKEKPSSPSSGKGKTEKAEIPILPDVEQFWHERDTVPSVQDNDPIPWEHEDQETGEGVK
The depositor's hits bear a star; & = joins results of further samples; ! = a repeat was not active.

SMILES	FBW7 act	MITF inh	TEAD-YAP inh	GPR151 ag
Cc1ncccc1Nc1ccc2c(cnn2-c2cc(C(=O)NCCN3CCOCC3)ccn2)c1	-0.1	3	9	0.2
NCC1NCCc2ccccc21 (centres undefined)	-0.8	11	3	0.0
CCCCN(C)CCCNC(=O)C1CCN(S(=O)(=O)CCC)CC1	0.1	-5	-4	-0.3
CC(C)(C)C(=O)CSc1nc2cc(C(=O)N3CCCCC3)ccc2c(=O)n1CCc1ccccc1	0.0	11	3	-0.4
CCOc1ccc(/C=N/NC(=S)Nc2cccc(C(=O)O)c2)cc1O	-0.1	-9	8	-0.4
Cc1cccc(NC(=O)c2ccc(N3CCCCC3)c([N+](=O)[O-])c2)n1	-0.3	6	-10	-3.5
COc1ccc(CC(=O)NCC(=O)N2CCOC(c3ccccc3)C2)cc1 (centres undefined)	-0.1	-1	8	-1.3
O=S(=O)(c1ccccc1)N1CCN(Cc2ccccc2Br)CC1	0.0	73*	6	0.0
COc1ccc(NC(=O)Cn2c3ccccc3c(=O)c3cc(OC)ccc32)c(OC)c1	0.2	-16	13	-0.7
CN1C(=O)N(CC(=O)NCc2ccccc2F)c2cccnc2N1C	-0.1	2	-2	0.7
CN(CC(=O)NCCc1ccccc1)S(=O)(=O)c1cc2c(cc1Cl)NC(=O)CO2	-0.1	-7	-8	-0.7
COCCOC(=O)C1=C(C)N=C2SC(C)C(=O)N2C1c1ccccc1[N+](=O)[O-] (centres undefined)	0.1	3	-8	0.6
O=[N+]([O-])c1ccc2nonc2c1Nc1cc(Cl)ccc1Cl	0.6	-4	0	-2.4
CC(Sc1nnc(N)s1)C(=O)Nc1cccc(Cl)c1 (centres undefined)	-0.1	-3	4	-1.4
O=C(NCCOc1cc(N2CCOCC2)ncn1)c1ccco1	-0.2	18	-27	-0.2
Cc1cccnc1NC(=O)Nc1ccc(Cl)c(Cl)c1	0.6	15	-3	-0.5
COc1cccc2cc(C(=O)Nc3cccc(C(=O)O)c3)c(=O)oc12	-0.1	2	-61	-1.6
Cc1ccc(-n2nc3c(c2NC(=O)c2cc4ccccc4oc2=O)CSC3)c(C)c1	-0.2	4	-8	0.2
CC1CCc2sc(NC(=O)c3cccc(C(F)(F)F)c3)c(C(N)=O)c2C1 (centres undefined)	0.6	12	-9	0.6
CCN(CC)C(=O)C(=O)N/N=C/c1ccc(OC(C)C)cc1	0.6	2	-1	0.7
Cc1nc2ccccc2n1CC(=O)Nc1ccccc1	-0.1	-1	17	1.6
CCc1nnc(NC(=O)c2cc(C)cc(C)c2)s1	0.1	0	-19	-0.1
C=CCc1cccc2cc(C(=O)N3CCN(C(=O)c4ccco4)CC3)c(=O)oc12	0.4	13	9	0.7
Cc1ccc(C)c(NC(=O)CCN2CCOCC2)c1	0.1	8	4	0.8

Of the compounds above, 2 contain a furan ring, fused or not.
SMILES	FBW7 act	MITF inh	TEAD-YAP inh	GPR151 ag
O=C(NCCOc1cc(N2CCOCC2)ncn1)c1ccco1	-0.2	18	-27	-0.2
C=CCc1cccc2cc(C(=O)N3CCN(C(=O)c4ccco4)CC3)c(=O)oc12	0.4	13	9	0.7

Additional compounds.
SMILES	FBW7 act	MITF inh	TEAD-YAP inh	GPR151 ag
O=C1Nc2cc(C(=O)NCCCN3CCCC3=O)ccc2S/C1=C\c1ccccc1	-0.2	15	11	0.2
Cc1cc(C)cc(NC(=O)C2C3C=CC4(O3)C2C(=O)N(CCN2CCCCC2)C4C(=O)NC2CCCCC2)c1 (centres undefined)	-0.1	6	2	1.4
Cc1cc(N2CCN(S(=O)(=O)c3ccccc3)C(C)C2)c(F)cc1[N+](=O)[O-] (centres undefined)	-0.5	4	-8	1.0
CCC(=O)N1CCN(c2ccc(N)cc2Cl)CC1	0.1	10	9	1.6
COc1cccc(NC(=O)CSc2ccc3nnc(-c4ccc(C)cc4)n3n2)c1	0.5	2	-23	-0.4
COc1ccc(/C=N/NC(=O)c2ccc(=O)n(C)c2)cc1OC	0.1	-8	-13	10*
COc1ccc(C2=NN(C(C)=O)C(c3cc(OC)ccc3OC)C2)cc1 (centres undefined)	0.0	5	-9	-0.2
COc1cc(Nc2nc(Nc3cccc(N(C)C)c3)nc3nc[nH]c23)cc(OC)c1OC	-0.3	7	46*	0.9
COc1cc(C(=S)N2CCCCC2)cc(OC)c1OC(=O)c1ccccc1	-0.1	6	6	0.0
COCCn1c(C)cc(/C=C(\C#N)C(=O)OCC(=O)Nc2cccc(OC)c2)c1C	0.2	6	0	0.6
COc1ccccc1CN1CCc2c(nc(N3CCCCC3)[nH]c2=O)C1	-0.1	15	9	2.7
O=[N+]([O-])c1c(Nc2cccc(O)c2)cc(Cl)c2nonc12	0.1	12	5	-2.4
COc1ccccc1/C=C1\C(=O)Nc2ccc(Cl)cc21	0.1	-7	0	-0.3
CC1(C)CC(=O)C2=C(C1)Nc1ncnn1C2c1ccc([N+](=O)[O-])cc1 (centres undefined)	-0.2	1	-5	0.5
ONCC(O)COc1ccccc1Br (centres undefined)	-0.1	-3	-9	1.0
COc1cc(/C=C2\C(=O)NN(c3ccc(Br)cc3)C2=O)ccc1O	0.5	12	5	-0.3
C/C(=N\NC(=O)c1cc([N+](=O)[O-])cc([N+](=O)[O-])c1)c1cccc2ccccc12	-0.1	-9	10	1.8
COc1cccc(/C=C/C(=O)c2cccc([N+](=O)[O-])c2)c1OC	0.1	19	6	-1.2
CC(C(=O)NCc1ccccc1)n1c(=O)c2cccn2c2cccnc21 (centres undefined)	-0.1	7	-2	-0.2
COc1cc(C(=O)Nc2c3c(nn2-c2ccc(C)cc2)CS(=O)C3)cc(OC)c1OC (centres undefined)	-0.1	7	0	-0.3
CCc1ccc(OCC(=O)NCc2nc(-c3ccccc3)no2)c(Br)c1	0.1	2	6	2.4
Nc1nnc(SCc2cccc(Br)c2)s1	0.0	20	-10	4.4
CC1(C(=O)N2CCC(N3CCC(C(=O)N4CCCC4)CC3)CC2)CCCCC1	0.0	-1	-8	0.0
Cc1cc(C(=O)N2CCC(Oc3ccc(C(=O)NCCc4ccccc4)cc3)CC2)no1	-0.1	2	9	-0.4
N#C/C(=C/c1ccc(N2CCOCC2)cc1)c1cccc(F)c1	0.2	21	-49	-0.5
O=C(CCNS(=O)(=O)c1ccccc1F)NCc1ccc2c(c1)OCO2	0.8	5	0	-0.6
CCOc1ccc(C(=O)Nc2ccc(N(C)C)cc2)cc1Br	-0.4	9	-31	-1.5
COc1ccc(-c2cnnn2-c2ccc(NC(=O)c3ccc4c(c3)OCO4)cc2)cc1OC	-0.1	-1	-6	0.5
COCCNC(=O)CCc1c(C)nc2cc(-c3ccccc3)nn2c1C	-0.2	3	-4	-0.1
Cc1nn(C)c(C)c1CNC(=O)c1ccc(CN2CCC(Cc3ccccc3)CC2)[nH]c1=O	0.1	11	-4	0.1
O=C1c2cc(Cl)c(Cl)cc2C(=O)N1c1ccc2ccccc2c1	0.0	10	7	0.0
Cc1csc(NC(=O)CCc2c(C)nc3cc(-c4ccc(Cl)cc4)nn3c2C)n1	-0.4	-3	26	0.1
CC1CCc2c(sc(NS(=O)(=O)c3ccc(C(C)C)cc3)c2C(N)=O)C1 (centres undefined)	-0.3	-1	3	-1.0
Cc1ccnc(SCc2cc(=O)c(OC(=O)c3c(F)cccc3F)co2)n1	0.0	3	-3	1.2
COC(=O)Nc1ccc(C(=O)NCc2ccccc2)cc1	0.1	-4	4	1.4
NC(=S)N/N=C/c1ccc([N+](=O)[O-])cc1	-0.1&0.1	1&-4	9&22	5.0*!

Fetched by compound from above (three):
SMILES	FBW7 act	MITF inh	TEAD-YAP inh	GPR151 ag
COc1ccc(-c2cnnn2-c2ccc(NC(=O)c3ccc4c(c3)OCO4)cc2)cc1OC	-0.1	-1	-6	0.5
CCOc1ccc(C(=O)Nc2ccc(N(C)C)cc2)cc1Br	-0.4	9	-31	-1.5
O=C(CCNS(=O)(=O)c1ccccc1F)NCc1ccc2c(c1)OCO2	0.8	5	0	-0.6

Only TEAD-YAP inh, for 4 of the compounds above:
Compound	TEAD-YAP inh
CCOc1ccc(C(=O)Nc2ccc(N(C)C)cc2)cc1Br	-31
COc1ccc(-c2cnnn2-c2ccc(NC(=O)c3ccc4c(c3)OCO4)cc2)cc1OC	-6
COCCNC(=O)CCc1c(C)nc2cc(-c3ccccc3)nn2c1C	-4
Cc1nn(C)c(C)c1CNC(=O)c1ccc(CN2CCC(Cc3ccccc3)CC2)[nH]c1=O	-4

Next structures follow.
SMILES	FBW7 act	MITF inh	TEAD-YAP inh	GPR151 ag
COCCn1nnnc1C(C)N(CCCO)Cc1cc2cc(C)cc(C)c2[nH]c1=O (centres undefined)	-0.2	2	1	-0.2
CC(C)n1c(=O)c(=O)n(Cc2cccc(C(F)(F)F)c2)c2cc(S(C)(=O)=O)ccc21	-0.2	1	-11	-1.9
Cc1nc(NC2CCCCC2)cc(-c2cncc(Br)c2)n1	0.6	14	-77	0.5
Cc1ccccc1NS(=O)(=O)c1nnc(NC(=O)c2ccccc2C)s1	0.4	24	-7	-3.1
CCC(=O)c1ccc(OCC(O)CN2CCN(S(=O)(=O)N3CCCCC3)CC2)cc1 (centres undefined)	0.0	8	11	0.2
CCc1ccc(C2=NN(CCC(=O)NCCC3=CCCCC3)C(=O)CC2)cc1	-0.1	12	1	0.4
COc1cc2c(cc1OC)C(C(=O)O)C(c1cccc(Br)c1)N(C)C2=O (centres undefined)	-0.1	-3	-12	1.8
Cn1c(=O)n(C)c2cc(NS(=O)(=O)c3cccc(C#N)c3)ccc21	-0.3	-3	12	0.3
Cc1ccc(C2C(=O)N(C3CCC(C)CC3)CC(=O)N2CC2COc3ccccc3O2)cc1 (centres undefined)	0.4	17	-2	-1.1
CCOc1ccc(Nc2oc(-c3cccs3)nc2C#N)cc1	-0.1	-18	-22	-0.7
CC1=C(C(=O)Nc2ccccc2C(=O)O)SCCO1	0.1	6	-1	-2.5
O=C(N/N=C/c1ccccc1O)C(=O)N1CCCCCC1	-0.9	21	-6	2.1

Grouped by structure: the entries above with a COOH group.
SMILES	FBW7 act	MITF inh	TEAD-YAP inh	GPR151 ag
CCOc1ccc(/C=N/NC(=S)Nc2cccc(C(=O)O)c2)cc1O	-0.1	-9	8	-0.4
COc1cccc2cc(C(=O)Nc3cccc(C(=O)O)c3)c(=O)oc12	-0.1	2	-61	-1.6
COc1cc2c(cc1OC)C(C(=O)O)C(c1cccc(Br)c1)N(C)C2=O (centres undefined)	-0.1	-3	-12	1.8
CC1=C(C(=O)Nc2ccccc2C(=O)O)SCCO1	0.1	6	-1	-2.5

(listing goes on)
SMILES	FBW7 act	MITF inh	TEAD-YAP inh	GPR151 ag
Cc1ccc(C2(C)CC(C)(C)N(C(=O)COc3ccc(Cl)cc3Cl)c3ccccc32)cc1 (centres undefined)	0.2	8	9	0.6
COc1ccc(CCNC(=O)CCn2c(=S)[nH]c3ccsc3c2=O)cc1OC	0.1	5	3	3.8
CN(C)C(=O)Cn1nc(-c2cccnc2)oc1=O	-0.1	0	-2	-0.4
Cn1ncc2c(c(SCc3ccc(Cl)cc3Cl)nn2C)c1=O	-0.2	-2	0	0.3
Cc1ccc(-c2nsc(=O)o2)s1	-0.1	-6	1	-0.3
COCC(C)N1CCC(Oc2cccc(C(=O)NCc3ccccn3)c2)CC1 (centres undefined)	-0.1	1	2	-0.7
CS(=O)(=O)C1=NSC2=NC(=O)/C(=C\c3ccc(-c4cccc([N+](=O)[O-])c4)o3)C(=N)N21	-0.1	-6	1	1.6
Cc1ccc(C(=O)Nc2ccc(N3CCC(NCc4cc(C)no4)CC3)cc2)c(C)c1	0.1	4	10	2.9
Nc1cc(Oc2ccccc2)cc([N+](=O)[O-])c1	-0.1	1	0	1.2
CN(C)S(=O)(=O)c1ccc(/C(O)=C2/C(=O)C(=O)N(CCCN3CCOCC3)C2c2ccco2)cc1 (centres undefined)	-0.1	14	-14	-1.8
COc1cc2c(cc1OC)C(C(=O)Nc1cc(C)ccn1)C1c3ccccc3CCN1C2=O (centres undefined)	-0.1	17	2	-0.4
CCCOc1ccc(C(=O)CCC(=O)OCC(=O)NC(=O)NC(C)(C)C)cc1	0.0	-1	-3	0.3
c1ccc(-c2cnnc(NCCN3CCCC(c4ccccc4)C3)n2)cc1 (centres undefined)	0.3	-6	-3	-1.0
CC(C)OCCCNc1nc(CN2CCCCC2CO)nc2ccc(Cl)cc12 (centres undefined)	0.0	-1	-2	-0.6
COc1ccc(S(=O)(=O)N(CC(=O)NC2CCCC2)c2cc(C)cc(C)c2)cc1OC	0.2	14	-5	-0.6
CCOc1cc(C2=NN(c3ccc(C)cc3)C(=O)CC2)ccc1O	-0.1	7	1	-1.3
CCNC(=O)COc1ccc(OCc2ccccc2)cc1	0.1	15	-16	-4.0
CC1CCCN(c2nc3c(c(=O)[nH]2)CCN(CC2=COCCO2)C3)C1 (centres undefined)	0.0	-9	9	0.0
COc1ccccc1NC(=O)CSc1nc2n[nH]c(C)c2c(=N)n1-c1cc(Cl)ccc1C	0.1	1	-7	-1.1
CC(=O)Nc1ccc(S(=O)(=O)N(C)CC(=O)N/N=C/c2ccc(C(=O)O)cc2)cc1	-0.2	4	0	3.0
O=C(Cc1ccc(Cl)c(Cl)c1)NNC(=S)NCC1CCCO1 (centres undefined)	0.1	15	-1	-0.5
Cc1ccc(C#N)c(SCC(=O)Nc2ccccc2C(=O)O)n1	-0.1	-13	33*	-1.8

An unsorted share of the library, and some 3.4% of all compounds hit somewhere here.
